Screening results as filed in PubChem.
procasp7 counter: procaspase-7 activators, primary screen, counter-screen for procaspase-3 activator project, biochemical, absorbance, HTS, human; Caspase-7 (Homo sapiens), P55210; activation, % at 8.5 µM; AID 463210, 2010; 330,000 tested, 0.093% active; recombinant procaspase-7, Ac-DEVD-pNA absorbance 405 nm; D23A/D198A/D206A triple mutant, cannot self-cleave; scale: DMSO 0, 5 µM enzyme 100;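 active = percent activation above the screen-wide mean plus 3 SD, cut at about 25% in these data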
Target sequence (P55210 whole entry D23A/D198A/D206A): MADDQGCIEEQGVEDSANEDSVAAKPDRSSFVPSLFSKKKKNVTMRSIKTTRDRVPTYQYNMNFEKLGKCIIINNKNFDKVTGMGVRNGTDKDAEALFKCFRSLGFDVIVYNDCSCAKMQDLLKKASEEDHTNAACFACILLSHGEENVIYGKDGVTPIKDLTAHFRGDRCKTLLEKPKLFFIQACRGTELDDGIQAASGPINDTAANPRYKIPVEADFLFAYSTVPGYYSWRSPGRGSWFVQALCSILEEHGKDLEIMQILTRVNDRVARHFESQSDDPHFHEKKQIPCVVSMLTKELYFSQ
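Test system: Procaspase-7 triple mutant (PC-7 D3A). Also added: Ac-DEVD-pNA substrate, 400 µM as added. Schedule: 1 h enzyme–compound preincubation and 2 h substrate reaction, both 25 °C. Signal: p-Nitroaniline absorbance at 405 nm, read at 0 and 120 min. Control set: low DMSO alone, high DMSO plus 5 µM PC-7.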
PP5 primary: PP5 phosphatase inhibitors, primary screen, biochemical, fluorescence; purified PP5c, OMFP substrate fluorescence; inhibition, % at 6.7 µM; 320,000 tested, 0.18% active; AID 1987, 2009;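 active = inhibition above the campaign's mean inhibition across all tested compounds plus 3 SD, cut at about 9.5% in these data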;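 also: 0% = DMSO only and 100% = 100 µM cantharidin control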
Target sequence (P53041 whole entry, looked up): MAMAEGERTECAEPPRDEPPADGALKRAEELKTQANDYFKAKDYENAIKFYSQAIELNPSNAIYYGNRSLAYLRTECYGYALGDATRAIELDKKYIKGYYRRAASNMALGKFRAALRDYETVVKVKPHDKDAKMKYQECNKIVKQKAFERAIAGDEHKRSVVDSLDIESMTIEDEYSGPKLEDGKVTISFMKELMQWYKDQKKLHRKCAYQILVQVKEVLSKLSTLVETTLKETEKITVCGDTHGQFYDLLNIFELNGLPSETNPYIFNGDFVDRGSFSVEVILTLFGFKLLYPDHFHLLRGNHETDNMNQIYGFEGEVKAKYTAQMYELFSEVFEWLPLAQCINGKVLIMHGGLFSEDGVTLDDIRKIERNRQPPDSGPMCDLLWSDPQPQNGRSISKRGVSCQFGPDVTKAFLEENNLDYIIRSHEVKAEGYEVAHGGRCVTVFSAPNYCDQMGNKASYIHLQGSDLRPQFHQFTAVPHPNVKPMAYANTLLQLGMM
AHR activator: AHR activators, primary screen, cell-based, luminescence, luciferase reporter, human. 320,000 tested, 2.5% active. AHR-responsive luciferase reporter cells. activation, % at 5 µM; in the data active = activation above about 47%;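 also: 0% = vehicle wells and 100% = reference agonist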
Fh CTSL1 inh: Fasciola hepatica cathepsin L1 inhibitors, primary screen, counter-screen for PFM18AAP inhibitor project, biochemical, QFRET, fluorogenic peptide substrate; recombinant F. hepatica cathepsin L1, Z-Leu-Arg-MCA fluorescence; inhibition, % at 5.96 µM; 300,000 tested, 0.49% active; AID 1906, 2009;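 active = inhibition above the mean of all tested compounds plus 3 SD, set per screening campaign, cut at about 17% in these data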;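 also: 0% = plate median of test compound wells and 100% = 1 µM Z-Phe-Ala-diazomethylketone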
proCasp3 act: activators of human procaspase-3 D3A mutant, primary screen, biochemical, absorbance, PC-3 D3A mutant, single concentration. 330,000 tested, 0.11% active. AID 463141, 2010. recombinant procaspase-3 D3A, Ac-DEVD-pNA absorbance 405 nm. activation, % at 8.5 µM. Caspase-3 (Homo sapiens), P42574;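 active = activation above the mean of all tested compounds plus 3 SD, cut at about 21% in these data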;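 also: 0% = DMSO alone and 100% = DMSO wells spiked with extra 5 µM PC-3 D3A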
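System: Procaspase-3 D3A mutant. Medium: Zinc-free 300 mM NaCl, 50 mM HEPES, 0.01% Triton X-100. Schedule: 1 h preincubation plus 2 h reaction at 25 °C. Measured by: 405 nm absorbance of p-nitroaniline, reads at 0 and 120 min. Read-out: percent activation relative to control range.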
PAFAH2 inh: PAFAH2 enzyme inhibitors, primary screen, biochemical, fluorescence polarization, human; Platelet-activating factor acetylhydrolase 2, cytoplasmic (Homo sapiens), Q99487; recombinant PAFAH2, FP-rhodamine activity probe; inhibition, % at 3.39 µM; 340,000 tested, 0.99% active; AID 492956, 2010;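 active = inhibition above the mean over all tested compounds plus 3 SD, cut at about 30% in these data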;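 also: inhibitors block probe labeling of enzyme so polarization drops; 0% = enzyme with DMSO and 100% = wells lacking PAFAH2 protein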
TPT1 inh: Candida albicans TPT1 enzyme inhibitors, primary screen, biochemical, fluorescence polarization. recombinant caTPT1, FP RNA substrate dephosphorylation. inhibition, % at 5 µM. tRNA 2'-phosphotransferase TPT1 (Candida albicans SC5314). 300,000 tested, 0.81% active;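 active = inhibition above the mean of all tested compounds plus 3 SD, set per screening campaign, cut at about 24% in these data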;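 also: plate controls were DMSO alone for no effect and ferristatin control at 100 nM for full effect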
HCV core dimer: inhibitors of HCV core protein dimerization, primary screen, biochemical, TR-FRET, high-throughput | inhibition, % at 5 µM | TR-FRET GST/Flag-core106 dimerization, 1536-well | 300,000 tested, 0.33% active | AID 1899, 2009;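 active = inhibition above the mean of all tested compounds plus 3 SD, set per screening campaign, cut at about 45% in these data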
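System: GST/Flag-tagged HCV core106 proteins. Incubation: compound-protein-antibody incubation 4 h at 22.5 °C. Technique: HTRF with 340 nm excitation, 617/671 nm emission. Medium: KF-containing HEPES buffer, pH 7.45, DTT, CHAPS, BSA. Read-out: inhibition (%) from 671 over 617 nm ratio. Also added: Eu(K)-anti-GST 90 ng/mL plus XL665-anti-Flag 1 µg/mL.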
PP1 counter: PP1-alpha phosphatase inhibitors, primary screen, counter-screen for PP5 inhibitor project, biochemical, fluorescence, OMFP substrate, single point | Serine/threonine-protein phosphatase PP1-alpha catalytic subunit (Homo sapiens), P62136 | purified PP1alpha | inhibition, % at 6.7 µM | 320,000 tested, 0.9% active | AID 2235, 2010;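 active = inhibition above the mean inhibition of all tested compounds plus 3 SD, computed separately for each screening campaign, cut at about 15% in these data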
* = called active by the depositor; x = no result given.

Values run as follows: procasp7 counter	PP5 primary	AHR activator	Fh CTSL1 inh	proCasp3 act	PAFAH2 inh	TPT1 inh	HCV core dimer	PP1 counter
CCCCN1C(=O)N(c2ccc(Cl)cc2)C(C)(O)CC1(C)C (stereo not drawn)
    3	3.4	2	1	2	5	-4	-5	-2
CC(NC(=O)CCc1nnc(Cc2cccc(C(F)(F)F)c2)o1)C1CC1 (stereo not drawn)
    -3	0.5	8	2	-5	0	-1	-2	2
O=C(/C=C/c1cc([N+](=O)[O-])ccc1OC(F)F)Nc1cccc([N+](=O)[O-])c1
    11	0.6	5	1	1	-4	2	7	-4
CCCC(NC(=O)CCc1c(C)c2cc3c(-c4ccccc4)coc3cc2oc1=O)C(=O)O (stereo not drawn)
    1	-0.5	7	4	8	12	-3	15	-1
CN(C)S(=O)(=O)c1ccc(N2CCCC2)c(C(=O)Nc2nc3ccc(F)cc3s2)c1
    1	5.0	13	4	1	-5	1	6	8
C/C(=N\NC(=O)c1ccc(Cl)cc1)c1ccc(N2CCOCC2)cc1
    -10	-0.2	0	1	2	1	-1	4	-3
COc1ccc(OCC(=O)Nc2ccc(N3CCC(C)CC3)cc2)cc1
    10	-2.0	0	1	10	-8	4	3	0
COc1ccc(C(=O)Nc2ccccc2C(=O)Nc2ccccn2)cc1
    -6	-1.3	46	4	4	0	1	-4	-4
CCc1cccc(CC)c1NC(=O)/C(C#N)=C/c1ccccc1C(F)(F)F
    -2	2.6	1	-1	0	-4	-1	0	2
CCOc1cc(N2CCOCC2)c(OCC)cc1NC(=O)c1ccc(OC)cc1
    8	3.2	-2	-2	2	-2	4	-3	-5
O=C(N/N=C/c1ccc(-c2ccccc2C(=O)O)o1)c1cccs1
    -6	0.6	6	3	6	4	-1	7	-5
CCn1ncc([N+](=O)[O-])c1C(=O)Nc1cc(C)on1
    3	-1.3	2	-1	-9	-8	-3	0	1
O=C(CSc1nnnn1-c1ccccc1)Nc1ncc2c(n1)CC(c1ccccc1)CC2=O (stereo not drawn)
    15	0.6	1	0	-5	-6	0	15	4
C/C(CC(=O)Nc1cccc(C(F)(F)F)c1)=N\NC(=O)Cc1ccccc1
    14	2.7	4	-2	0	3	-2	-4	-3
CCOc1ccccc1OCC(=O)Nc1c(C)n(C)n(-c2ccccc2)c1=O
    7	1.8	2	x	2	-7	x	x	0
Cc1ccc(NC(NC(=O)c2cccs2)C(Cl)(Cl)Cl)cc1C (stereo not drawn)
    12	3.1	0	0	-3	5	-3	0	-1
O=C(CSc1n[nH]c(-c2ccccc2)n1)N1CCCC1
    8	3.2	6	-1	0	-2	-2	-15	0
CC(=O)c1cccc(NC(=O)N(c2ccccc2)c2ccccc2)c1
    2	1.4	1	-3	-11	2	0	4	-2
Cc1ccccc1NC(=O)n1ncc2cc(Cl)ccc21
    4	0.2	10	-6	0	4	-3	-2	-2
Cc1cc2nc3c(c(=O)n2[nH]1)CCCC3
    1	2.1	0	-3	-5	-4	-4	2	-9

Overlap with the part before: 3 compounds, then new ones.
Values run as follows: procasp7 counter	PP5 primary	AHR activator	Fh CTSL1 inh	proCasp3 act	PAFAH2 inh	TPT1 inh	HCV core dimer	PP1 counter
CC(=O)c1cccc(NC(=O)N(c2ccccc2)c2ccccc2)c1
    2	1.4	1	-3	-11	2	0	4	-2
Cc1ccccc1NC(=O)n1ncc2cc(Cl)ccc21
    4	0.2	10	-6	0	4	-3	-2	-2
Cc1cc2nc3c(c(=O)n2[nH]1)CCCC3
    1	2.1	0	-3	-5	-4	-4	2	-9
O/N=C\c1ccc(-c2ccccc2)o1
    3	1.2	6	1	1	-1	-2	0	0
C=CCc1c(O)c(CC)cc2c(C)cc(=O)oc12
    28*	-1.8	1	1	25*	0	4	-2	-2
COc1ccc(/C=N/n2cnnc2SCc2ccc(OC)cc2)cc1
    5	0.9	11	3	1	4	0	0	-2
COc1ccc(OC)c(NC(=O)CSc2nnc(Cc3cccn3C)n2CCc2ccccc2)c1
    -13	0.3	0	2	-5	4	0	1	0
Cc1ccc(Cl)cc1N1CCN(C(=O)COc2ccc(S(=O)(=O)NC(C)C)cc2)CC1
    -2	4.9	-1	-1	2	2	1	10	0
NNC(=O)CSCc1nc(-c2ccccc2)cs1
    6	0.8	5	-4	6	1	-3	-3	-3
O=C(NCCCn1ccnc1)C(=O)NC1CCCCC1
    4	-0.6	4	-4	0	-5	4	-2	-3
C=CCn1c(SCC(=O)Nc2c(C)cccc2C)nnc1-c1cnccn1
    7	0.7	1	-1	5	2	1	-5	-3
CCO[C@H]1OC(C(=O)N2CCN(Cc3ccccc3)CC2)=C[C@@H](c2cn(C(C)=O)c3ccccc23)[C@@H]1CCCO
    -1	2.9	2	1	6	4	2	12	-1
Cc1cc(C(=O)O)c(C)n1Cc1ccncc1
    9	1.9	-3	-7	-6	-7	-2	-6	-2
CCn1c(SCC(=O)N/N=C(\C)c2ccncc2)nnc1-c1ccccc1
    2	2.9	8	-7	4	5	-3	-4	5
C=CCn1c(=N)n(CC(=O)c2ccc(OC)cc2)c2ccccc21
    -8	-2.4	67*	-10	-10	-3	0	2	-3
Cc1nc2nc(SCC(=O)NCCCN3CCCCCC3)nn2c(C)c1Cc1ccccc1
    -5	-0.1	-1	-2	5	0	-2	32	0
Cc1cc(NS(=O)(=O)c2ccc(NC(=O)C(c3ccccc3)c3ccccc3)cc2)no1
    -10	4.3	0	1	0	-8	-3	12	4
Cc1ccccc1/C=N/Nc1ccnc2cc(Cl)ccc12
    -21	1.6	2	-1	-31	4	1	0	4
O=C(O)CCCNc1c(C(=O)Nc2ccc(Cl)cc2)cc([N+](=O)[O-])cc1[N+](=O)[O-]
    2	4.2	56*	-2	0	-2	1	-5	0
CC(=O)Nc1ccc(S(=O)(=O)NCC2CCC(C(=O)N3CCCCC3)CC2)cc1 (stereo not drawn)
    13	-2.0	1	1	0	-2	-1	-3	-1
CCN(CC)CC(=O)N1c2ccccc2Oc2c(c(=O)n(C)c(=O)n2C)C1c1cccc([N+](=O)[O-])c1 (stereo not drawn)
    -5	-2.5	4	-3	-19	0	-2	-3	0
CCNS(=O)(=O)c1ccc(CCC(=O)Nc2ccccc2C(=O)OC)cc1
    15	3.0	-3	1	1	-1	-3	-8	-2
COc1cccc(-c2ccc(-c3noc(-c4cccs4)n3)c(OC)n2)c1
    4	1.5	1	-2	-2	-20	-9	0	-2
COC(=O)c1ccc(NC(=O)CSc2nc(=O)n3cccc(C)c3n2)cc1
    -11	-0.8	5	2	7	10	2	3	-5
COc1ccccc1N1C(=O)S/C(=C\c2cc(C)n(C)c2C)C1=O
    -8	0.3	-14	3	-12	5	3	0	3
CCCn1c(SCC(=O)Nc2cc(S(=O)(=O)N3CCCCC3)ccc2C)n[nH]c1=O
    10	-0.2	0	x	2	-2	x	x	-1
COc1ccc(Cl)cc1N(C(C)=O)c1nc(C)cc(C)c1C#N
    9	1.1	54*	5	2	4	-3	1	0
Cc1ccccc1CSc1nnc(-c2cccs2)n1Cc1ccco1
    7	2.5	-1	-1	-6	1	-2	7	0
Cc1ccc(O)c(-c2[nH]ncc2C(=O)c2ccc(Cl)cc2)c1
    0	3.1	0	-2	0	4	-3	-3	1
COc1ccc(OC)c(C2C(C(=O)c3ccco3)=C(O)C(=O)N2CCN2CCOCC2)c1 (stereo not drawn)
    -13	0.6	1	3	-7	-1	0	10	-3
CCCCc1c(C)nc2ccccc2c1SCCC#N
    2	-0.2	3	1	19	8	-3	8	1
CCOC(=O)NN1C(=O)c2ccccc2NC1c1cccs1 (stereo not drawn)
    -11	-1.3	2	2	3	6	-5	0	0
CCc1ccccc1OCC(=O)Nc1cccc(S(=O)(=O)NC2=NCCC2)c1
    -19	-1.2	1	x	2	2	x	x	-3
Cn1c(SCC(=O)NC2CCCCC2)nnc1-c1ccncc1
    1	2.1	-1	-2	-8	8	0	2	-1
Cc1ccc(N(CCCCN2C(=O)c3ccccc3C2=O)C(=O)c2cccs2)cc1
    -1	0.9	0	3	6	-3	2	26	2
COc1ccccc1NC(=O)c1ccc(NC(=O)COC(=O)c2ccc(O)cc2)cc1
    5	-1.0	5	x	-1	50*	x	x	-4
CCN(CCn1cccn1)C(=O)c1cc(COc2cccc3cccnc23)on1
    4	-1.4	6	-1	6	3	-1	-2	-1
O=[N+]([O-])c1cc(C(F)(F)F)ccc1N1CCC(O)CC1
    0	1.3	0	2	-1	7	-2	-4	0
